Screens (PubChem BioAssay)
Efflux pump mplx: blocks antifungal efflux pumps in multiplex yeast assay | S. cerevisiae Candida pump triplex, Nile Red efflux | inhibition, % at 10 µM | hit rate 0.44% among 330,000 | AID 485275;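 active means plate passing quality check with inhibition over a set limit, or well fluorescence over plate mean plus 4 SD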;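 further: Nile Red retained in pooled yeast measured as flow cytometry median fluorescence; 0% = buffer negative control and 100% = Enniatin B positive control; higher means more Nile Red kept so more efflux inhibition; some compounds called inactive have numbers as strong as hits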
core dimer inh: blocks dimerization of HCV core protein | TR-FRET GST/Flag-core106 dimerization, 1536-well | hit rate 0.33% among 300,000 | AID 1899 | inhibition, % at 5 µM;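 active means inhibition above the mean of all tested compounds plus 3 SD, set per screening campaign, cut at about 45% in these data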
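System – GST-tagged and Flag-tagged HCV core protein residues 1-106 · Repeats – one well for each compound · Technique – TR-FRET 671 and 617 nm emission · Doses – one concentration, 5 µM, in 0.5% DMSO · Times – 4 h, 22.5 °C incubation · Also added – Eu donor and XL665 acceptor anti-tag antibodies · Measure – percent inhibition of core106 dimerization signal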
Fh CTSL1 inh: counter-screen for PFM18AAP inhibitors: inhibitors of F. hepatica cathepsin L1; hit rate 0.49% among 300,000; inhibition, % at 5.96 µM; recombinant F. hepatica cathepsin L1, Z-Leu-Arg-MCA fluorescence;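 active means inhibition above the mean of all tested compounds plus 3 SD, set per screening campaign, cut at about 17% in these data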;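 further: 0% = plate median of test compound wells and 100% = 1 µM Z-Phe-Ala-diazomethylketone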
PREPL inhibitor: inhibits the human prolyl oligopeptidase-like enzyme. Q4J6C6. hit rate 0.68% among 320,000. recombinant PREPL, fluorescence polarization activity-based probe. inhibition, % at 5.96 µM; in the data active means inhibition above about 43%;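 further: 0% = enzyme with DMSO and 100% = wells lacking enzyme; many of its hits are not listed in these tables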
PP1 counter: PP1-alpha (human) inhibition in PP5 counter-screen. P62136. purified PP1alpha, OMFP fluorescence. inhibition, % at 6.7 µM. hit rate 0.9% among 320,000;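 active means inhibition above the mean inhibition of all tested compounds plus 3 SD, computed separately for each screening campaign, cut at about 15% in these data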
LYPLA2 inh: LYPLA2 (human) inhibition in PME1 counter-screen. O95372. recombinant LYPLA2, FP-Rh probe fluorescence polarization. inhibition, % at 5.9 µM. hit rate 0.38% among 320,000. AID 2177;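 active means inhibition above the screen-wide mean plus 3 SD, limit set per campaign, cut at about 26% in these data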;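 further: 0% = LYPLA2 with DMSO and 100% = wells lacking LYPLA2 enzyme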
Target sequence (O95372 whole entry, looked up): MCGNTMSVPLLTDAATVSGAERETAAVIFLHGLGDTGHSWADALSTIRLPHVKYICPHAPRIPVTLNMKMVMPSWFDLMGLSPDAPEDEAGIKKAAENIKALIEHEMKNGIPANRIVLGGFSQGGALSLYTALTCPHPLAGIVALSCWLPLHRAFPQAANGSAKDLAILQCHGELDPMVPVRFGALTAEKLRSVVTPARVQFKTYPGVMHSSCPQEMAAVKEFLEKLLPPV
GASC-1 inh: blocks human GASC-1 demethylase activity | hit rate 0.069% among 330,000 | AID 2099 | GST-JMJD2C(1-420) H3K9me3 demethylation, DELFIA europium | inhibition, % at 2.35 µM | Q9H3R0;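 active means more than half of a compound's replicate wells show inhibition beyond 50%, single wells judged on their own value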;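 further: signal counts dimethyl H3K9 product captured on neutravidin plate; 0% = median of DMSO wells and 100% = 0.3 times that DMSO median; strong numbers were not always called active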
PP5 inh: blocks human protein phosphatase 5 activity; P53041; purified PP5c, OMFP substrate fluorescence; inhibition, % at 6.7 µM; hit rate 0.18% among 320,000;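 active means inhibition above the campaign's mean inhibition across all tested compounds plus 3 SD, cut at about 9.5% in these data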;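 further: 0% = DMSO only and 100% = 100 µM cantharidin control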
Target sequence (P53041 whole entry, looked up): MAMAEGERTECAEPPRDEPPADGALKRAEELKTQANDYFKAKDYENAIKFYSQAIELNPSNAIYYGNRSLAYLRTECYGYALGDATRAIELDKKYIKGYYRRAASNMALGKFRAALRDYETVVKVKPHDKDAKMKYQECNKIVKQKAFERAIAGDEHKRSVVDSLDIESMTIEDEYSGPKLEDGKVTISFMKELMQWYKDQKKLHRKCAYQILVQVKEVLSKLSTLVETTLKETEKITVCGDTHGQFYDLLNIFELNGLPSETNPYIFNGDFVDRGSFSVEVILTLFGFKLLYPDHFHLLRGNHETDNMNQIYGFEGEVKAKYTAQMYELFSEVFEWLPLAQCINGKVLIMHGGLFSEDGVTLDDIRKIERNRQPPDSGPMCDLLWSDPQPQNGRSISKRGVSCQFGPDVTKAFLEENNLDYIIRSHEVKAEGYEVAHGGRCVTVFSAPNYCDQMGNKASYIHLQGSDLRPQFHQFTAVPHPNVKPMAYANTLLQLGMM
TPT1 inh: blocks Candida albicans tRNA 2'-phosphotransferase | recombinant caTPT1, FP RNA substrate dephosphorylation | inhibition, % at 5 µM | hit rate 0.81% among 300,000;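 active means inhibition above the mean of all tested compounds plus 3 SD, set per screening campaign, cut at about 24% in these data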;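 further: plate controls were DMSO alone for no effect and ferristatin control at 100 nM for full effect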
Numbers without * were called inactive; / = no result given.

Below each compound: GASC-1 inh	PREPL inhibitor	core dimer inh	Efflux pump mplx	PP5 inh	LYPLA2 inh	TPT1 inh	PP1 counter	Fh CTSL1 inh
> N#Cc1cc(C(=O)c2ccccc2O)cn(-c2nccs2)c1=O
→ -2	8	16	0.0	-3.9	-10	44*	-3	-2
> Cc1n[nH]c(=O)c2c(NC(=O)CSc3nn(-c4ccc(F)cc4)c(=S)s3)oc(C)c12
→ /	-13	6	0.1	2.3	-4	5	-2	2
> CCCNC(=S)Nc1ccccc1
→ 1	4	0	0.0	0.9	-2	-5	-4	-4
> NN1C(=O)NC(c2ccccc2)(c2ccccc2)C1=O
→ 11	-3	-1	0.1	1.0	5	2	2	0
> COc1cc(CCC(=O)Nc2sccc2C#N)cc(OC)c1OC
→ -1	-2	7	-0.2	3.3	6	0	-1	-4
> CCCCNC(=O)/C(C#N)=C/c1ccc(-c2ccc(S(=O)(=O)N3CCOCC3)cc2)o1
→ 11	2	11	1.3	2.0	1	4	4	0
> Cc1cccn2c(=O)c3cc(C(=O)NCc4ccco4)c(=N)n(CCc4ccccc4)c3nc12
→ /	15	37	0.0	1.3	-2	4	10	-3
> O=C(NCCCn1ccnc1)c1cc2c(ccc3ccccc32)o1
→ 33	9	-3	-0.1	-0.3	2	-1	-1	1
> CC(C)(C)C(=O)Nc1sc(-c2ccccc2)cc1C(=O)O
→ 5	2	4	0.0	1.4	1	2	0	4
> CNC(=O)NC(=O)C(C)OC(=O)c1cc2c(s1)CCCCC2 (stereo not given)
→ -5	5	-13	-0.2	1.8	-1	2	-1	-45
> CC(NC(=O)C1CCC(CNS(=O)(=O)c2ccccc2)CC1)c1ccccc1 (stereo not given)
→ 7	-10	2	0.3	-1.6	4	-4	-4	0
> CC(C)Oc1ccc(CCc2nnc(SC(C)C(=O)O)n2-c2ccccc2)cc1 (stereo not given)
→ -3	19	-20	-0.1	-3.6	-12	-1	1	0
> COc1ccc(/C=N/NC(=O)C[n+]2ccccc2)c(OC)c1
→ 4	-4	-1	0.0	-3.9	5	1	-2	1
> O=C(COc1ccc2c(c1)CCC2)NCc1ccccc1
→ 5	-5	3	0.2	-0.4	0	1	4	-1
> CCC(C(=O)NCCC1=CCCCC1)c1ccccc1 (stereo not given)
→ 3	2	-9	-0.1	1.7	7	-4	0	0
> CCOc1ccc(S(=O)(=O)N2CCCCC2)c2ccccc12
→ 6	1	7	-0.1	2.5	3	1	4	3
> COC(=O)c1cc(C(=O)OCC(=O)N2c3ccccc3NC(=O)C2(C)C)cc([N+](=O)[O-])c1
→ 6	9	6	0.0	-0.8	2	0	2	0
> N#Cc1c(-c2ccccc2)[nH]c(=S)[nH]c1=O
→ 8	-8	7	0.1	1.3	4	-4	-3	3
> CCCCc1nc2ccccc2c(NC(=O)CN(CC)CC)c1CCC
→ -38	0	5	0.0	0.6	-3	-1	1	2
> CC(C)COc1ccc(-c2nn(-c3ccccc3)cc2/C=C2/SC(=S)N(CC(=O)O)C2=O)cc1
→ 18	-6	20	0.2	-0.3	0	2	12	-1

3 structures from above, sorted by molar mass, falling.
Below each compound: GASC-1 inh	PREPL inhibitor	core dimer inh	Efflux pump mplx	PP5 inh	LYPLA2 inh	TPT1 inh	PP1 counter	Fh CTSL1 inh
> CC(C)Oc1ccc(CCc2nnc(SC(C)C(=O)O)n2-c2ccccc2)cc1 (stereo not given)
→ -3	19	-20	-0.1	-3.6	-12	-1	1	0
> CC(NC(=O)C1CCC(CNS(=O)(=O)c2ccccc2)CC1)c1ccccc1 (stereo not given)
→ 7	-10	2	0.3	-1.6	4	-4	-4	0
> NN1C(=O)NC(c2ccccc2)(c2ccccc2)C1=O
→ 11	-3	-1	0.1	1.0	5	2	2	0

Following part:
Below each compound: GASC-1 inh	PREPL inhibitor	core dimer inh	Efflux pump mplx	PP5 inh	LYPLA2 inh	TPT1 inh	PP1 counter	Fh CTSL1 inh
> COc1ccc(Cc2nnc(NC(=O)c3ccccc3C)s2)cc1
→ -28	-6	6	0.0	1.2	1	2	3	-2
> COc1ccc2oc(=O)c(C(=O)N3CCN(c4ccc(F)cc4)CC3)cc2c1
→ -6	-2	-3	-0.1	4.9	4	3	1	1
> Cc1cc(Cl)c(C)c(S(=O)(=O)N2CCN(C(=O)C3CCCO3)CC2)c1Cl (stereo not given)
→ 0	0	/	0.2	0.5	-2	/	-4	/
> CC1CCN(C(=O)CNC(=O)c2cccc(OC(F)F)c2)CC1
→ 13	4	-4	-0.1	-0.6	2	-3	-7	2
> CC(=O)c1ccc(NC(=O)CSCC(=O)Nc2ccc3ccccc3c2)cc1
→ 27	-14	-3	-0.1	4.0	2	2	2	-3
> O=C(NCC(=O)N1CCCC(C(F)(F)F)C1)c1ccccc1Br (stereo not given)
→ -11	12	-3	0.0	0.4	3	2	-7	-1
> Cc1ccc(N2CCN(S(=O)(=O)N(C)C)CC2)cc1Cl
→ -10	-9	4	0.0	-1.2	-2	-1	0	1
> Cc1occc1C(=O)NNC(=O)c1cccc(F)c1
→ -4	0	9	0.2	3.7	-4	2	-2	1
> COc1nc(OC)nc(N2CCCCCC2)n1
→ -26	-2	-5	-0.1	1.0	6	-4	-4	-4
> O=C(NCc1cc([N+](=O)[O-])ccc1O)c1cccnc1Sc1ccccc1
→ 0	8	9	0.1	1.4	-1	-2	3	2
> COc1ccccc1C(=O)NC(=O)COc1cc(Cl)ccc1Cl
→ -7	0	3	0.2	1.1	-1	4	3	-1
> Fc1c(F)c(F)c(N/N=C/c2c[nH]c3ccccc23)c(F)c1F
→ 5	8	-12	0.0	4.6	-3	2	0	4
> COCCSc1nnc(NC(=O)c2ccc(NC(C)=O)cc2)s1
→ 7	9	1	0.0	-1.0	-3	-1	-4	2
> Cc1ccc(Cl)c2c1NC(=O)C2(O)CC(=O)c1ccccc1O (stereo not given)
→ 0	-12	7	0.0	1.5	-5	4	0	-3
> CCOC(=O)/C=C1\SCC(=O)N1CC(=O)NCCc1ccc(F)cc1
→ 2	7	2	0.0	4.7	-7	3	-2	2
> COc1ccc2c(c1)-c1c(ssc1=S)C(C)(C)N2
→ 6	6	-14	0.0	2.4	-5	-3	1	3
> CCOC(=O)c1cnc(SCC(=O)Nc2nc(C)c(C)s2)nc1N
→ 5	-7	-3	-0.1	2.5	4	0	2	1
> CCn1cc(C(=O)NCCCN2CCCCCC2)c(=O)c2cc(S(=O)(=O)N3CCc4ccccc4C3)ccc21
→ -11	16	-1	-0.2	0.4	-8	2	15	7
> O=C(/C=C/c1ccccc1Cl)NC1CCS(=O)(=O)C1 (stereo not given)
→ -13	-5	-1	0.1	3.4	0	0	-4	42*
> O=C(COc1ccccc1)NNc1nc2c(F)cc(F)cc2s1
→ 5	3	4	-0.1	-0.3	2	-3	4	-1
> COC(=O)Nc1ccc(S(=O)(=O)N(C)CC(F)(F)C(F)F)cc1
→ 4	-5	-2	-0.1	0.6	7	-4	-1	-12
> CCC(=O)Nc1ccc(NCc2cccs2)cc1
→ 23	9	-15	0.1	-2.7	-3	-5	-8	-3
> CCOC(=O)N1CCN(C(=O)CSCC(=O)Nc2nc(-c3ccc(-c4ccccc4)cc3)cs2)CC1
→ -1	6	8	0.5	7.3	-22	0	12	-3
> C#CCOCCOCCOCCNc1nc(N2CCN(C(=O)C(Cc3ccc(O)cc3)n3cc(C(N)CC(C)C)nn3)CC2)nc(N2CCN(C(=O)C(Cc3cc4ccccc4[nH]3)n3cc(C(N)C(C)CC)nn3)CC2)n1 (stereo not given)
→ -34	51*	-21	0.1	2.5	9	-2	20*	3
> COc1ccc(S(=O)(=O)N(CC(=O)NCc2ccncc2)c2ccc(C)cc2)cc1Br
→ -1	-6	-4	-0.2	3.1	-11	0	1	-2
> CC(OC(=O)c1cc(=O)[nH]c2ccccc12)C(=O)N1C(C)CCCC1C (stereo not given)
→ /	-1	/	-0.1	-0.2	1	/	-2	/
> Cc1nn(-c2ccccc2)c(CC(C)(C)C(=O)O)c1C(=O)O
→ 4	14	-9	-0.2	-0.3	-4	-10	1	-1
> CSc1ccc(CCNC(=O)CSc2ccsc2[N+](=O)[O-])cc1
→ -8	22	44	-0.2	-0.2	11	0	2	2
> Cc1cc(=O)[nH]c(Nc2c(C)n(C)n(-c3ccccc3)c2=O)n1
→ 8	-2	-1	-0.1	-0.5	2	-3	0	-4
> CNC(=O)c1ccsc1NC(=O)CCS(=O)(=O)c1ccc(Cl)cc1
→ 2	-3	3	-0.1	0.6	16	-1	-5	-3
> COc1cc(/C=N/NS(=O)(=O)c2ccc(C)c([N+](=O)[O-])c2)ccc1O
→ 11	9	-6	-0.1	-2.8	-2	-4	12	5
> O=[N+]([O-])c1ccc(-n2nnnc2CN2CCOCC2)cc1
→ 4	-7	-3	-0.1	-1.2	2	1	-1	1
> CCOc1cccc(/C=C/c2ccc3cccc(O)c3n2)c1O
→ -4	23	9	0.1	0.0	-3	-1	12	-2
> COC(=O)c1scc(C)c1N1C(=O)c2ccccc2C1=O
→ -7	4	-9	0.0	1.2	-3	-7	-2	4
> Cc1ccc(C(=O)c2ccccc2C(=O)O)s1
→ -3	-12	-3	-0.1	1.8	-2	-2	-3	-2
> Cc1cc(C(=O)N/N=C/c2c(C)nn(-c3ccccc3)c2Cl)n[nH]1
→ 7	-7	5	0.0	-0.5	-2	-2	-4	1
> COc1cccc(Cn2c(OCC3CCCO3)nc3c2c(=O)n(C)c(=O)n3C)c1 (stereo not given)
→ 0	2	5	0.1	-2.4	-9	-5	-2	0
> C=CCn1c(Cc2cccs2)nnc1SCC(=O)c1cccc(Br)c1
→ -3	1	15	0.2	0.2	1	2	2	0
> COc1cccc(CC2CC(=O)N(CCc3ccc4c(c3)OCO4)C2=O)c1 (stereo not given)
→ -3	-41	10	0.1	3.5	-1	3	5	-1
> CC(=O)c1ccc(C)cc1OC(=O)c1cccc(F)c1
→ 2	1	1	0.0	4.0	6	-1	0	-5
> O=C(COC(=O)c1ccccn1)NCCCc1ccccc1
→ 2	12	-7	-0.1	-1.5	-4	2	-2	3
> O=C(NNC(=O)c1ccccc1Cl)c1ccncc1
→ 2	7	-5	0.7	-1.3	-2	0	-1	3

These rows are one share of the data (hit frequency here may not be typical).
